Screening results: PubChem, several laboratories
PfM18AAP inh: blocks P. falciparum M18 aspartyl aminopeptidase; inhibition, % at 7.35 µM; recombinant PfM18AAP, H-Glu-NHMec fluorogenic cleavage; 290,000 tested, 1.2% active;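 active = inhibition above the campaign mean inhibition over all tested compounds plus 3 SD, cut at about 28% in these data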;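 note: 0% = plate median of test compound wells and 100% = 2 mM ZnCl2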
UBC9 SUMO inh: inhibitors of human SUMOylation (UBC9); HTRF SUMOylation assay, SAE1/SAE2 + UBC9, in vitro; inhibition, % at 35 µM; 290,000 tested, 0.36% active; AID 2006; in the data active = inhibition above about 50%, passing the limit was not always enough; note: strong numbers were not always called active
Target sequence (P63279 whole entry, looked up): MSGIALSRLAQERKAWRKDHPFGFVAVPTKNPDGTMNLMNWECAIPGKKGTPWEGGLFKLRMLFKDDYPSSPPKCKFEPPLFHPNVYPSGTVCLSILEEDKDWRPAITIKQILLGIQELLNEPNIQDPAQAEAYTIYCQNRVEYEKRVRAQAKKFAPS
VIM-2 inhibitor: blocks Pseudomonas aeruginosa VIM-2 metallo-beta-lactamase | 290,000 tested, 0.89% active | purified VIM-2, nitrocefin hydrolysis, epi-absorbance fluorescence | inhibition, % at 5.6 µM | AID 1527;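 active = inhibition above the mean of all tested compounds plus 3 SD, cutoff set per screening run, cut at about 7.5% in these data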;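 note: red hydrolysis product quenches plate fluorescence so inhibitors raise well fluorescence; 0% = enzyme with DMSO and 100% = DMSO without enzyme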
NALP1 yeast inh: blocks the NALP1 inflammasome reconstituted in yeast | S. cerevisiae NALP1/ASC/caspase-1 growth, X-gal OD620, 72 h | inhibition, % at 10 µM | 280,000 tested, 0.61% active; in the data active = inhibition mostly above about 24%, no sharp cut-off; inactive = mostly below about 32%; note: some compounds called inactive have numbers as strong as hits
MEKK2 WT-MEK5: raises or lowers MEK5 binding to wildtype human MEKK2 PB1 domain; binding response (% of control), % at 10 µM; bead flow cytometry, Alexa488-MEK5 binding to MEKK2 WT; actives lie on both sides; 290,000 tested, 1.1% active; Q9Y2U5; AID 1531; in the data active = binding response below about 67% or above about 130%
IMP-1 inh: blocks Pseudomonas aeruginosa IMP-1 metallo-beta-lactamase; 290,000 tested, 0.45% active; inhibition, % at 5.6 µM; purified IMP-1, nitrocefin hydrolysis, epi-absorbance fluorescence; AID 1556;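 active = inhibition above the mean plus 3 SD of all compounds in the same screening run, cut at about 4.5% in these data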;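 note: 0% = IMP-1 with DMSO and 100% = DMSO wells lacking enzyme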
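Material – recombinant IMP-1 enzyme, purified · Amount – IMP-1 0.2 nM before substrate addition · Medium – HEPES buffer pH 7.1 with ZnSO4 and Brij 35 · Timing – 25 °C, 15 min preincubation, 25 min reaction · Measured by – plate fluorescence quenching by hydrolysis product, ex 480/em 530 nm · Read-out – percent enzyme inhibition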
FID counter: displaces DNA intercalator in HCV helicase counter-screen | inhibition, % at 7.9 µM | 290,000 tested, 0.17% active | DNA fluorescent intercalator displacement, fluorescence; in the data active = inhibition above about 37%;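 note: 0% = vehicle and 100% = reference compound; higher means more ethidium bromide displaced from hairpin DNA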
NS3 helicase inh: blocks Hepatitis C virus NS3 helicase unwinding. inhibition, % at 10.9 µM. AID 1800. 290,000 tested, 0.56% active. NS3 helicase DNA unwinding, Cy5 molecular beacon fluorescence;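 active = inhibition above the mean of all tested compounds plus 3 SD, set per campaign, cut at about 35% in these data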;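 note: 0% = DMSO wells and 100% = thioflavine S control wells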
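Control set: DMSO versus 110 µM thioflavine S; Material: NS3 helicase fragment of HCV; Measured by: Cy5 fluorescence at 0 and 60 min, beacon hairpin quenching; Read-out basis: percent inhibition from t60/t0 fluorescence ratio; Times: reaction time 60 min, 25 °C; Repeats: single replicate; Compound dosing: single dose, 10.9 µM nominal final, DMSO 0.8% final.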
MEKK2mut PB1 HTS: signal of MEK5 binding to mutant human MEKK2 PB1 domain; 290,000 tested, 0.35% active; bead flow cytometry, Alexa488-MEK5 binding to MEKK2 mutant; AID 1530; percent response, % at 10 µM; in the data active = percent response above about 24%, passing the limit was not always enough; note: inactives centre near 1; some results filed as inactive read as strong as hits
Numbers without * were called inactive; x = not tested or not shown. Random draw from the library. About 4.7% of those tested had a hit in this group.

1: COc1ccc(N2CC(O)=C(c3nc(C)cs3)C2=N)cc1
2: CCN(CC)c1ccc(NC(=O)CCNS(=O)(=O)c2ccc3c(c2)CCC(=O)N3)c(C)c1
3: COc1ccc(NC(=S)NCc2ccccc2Cl)c(OC)c1
4: O=C(O)CCSc1nnc(-c2cccnc2)n1-c1ccccc1
5: O=S(=O)(c1ccccc1F)N1CCN(C(=S)NCc2ccccc2)CC1
6: Cc1ccc(CNC(=O)CCc2nc3ccccc3c(=O)[nH]2)cc1
7: N#C/C(=C\c1ccc[nH]1)C(=O)Nc1ccccc1Cl
8: CC1CCN(c2ccc(/C=C(\C#N)c3nn(-c4ccccc4)c(N)c3C#N)cc2[N+](=O)[O-])CC1
Screen / compound no.	1	2	3	4	5	6	7	8
PfM18AAP inh	3	16	2	6	2	3	0	0
UBC9 SUMO inh	-1	7	-10	-4	-19	12	45	-1
VIM-2 inhibitor	-4.2	-2.4	0.1	0.3	-1.2	-0.7	-3.0	-3.1
NALP1 yeast inh	10	6	21	-9	5	6	8	18
MEKK2 WT-MEK5	86	98	100	86	104	92	108	98
IMP-1 inh	-2.9	-2.4	-0.4	-0.3	-2.7	-4.0	-2.2	-3.4
FID counter	-6	-17	-14	-2	-7	-2	3	1
NS3 helicase inh	-7	-2	17	2	0	0	2	5
MEKK2mut PB1 HTS	-9	7	0	-12	-38	0	7	1

9: COc1ccc(-n2nc(C(=O)NCC(=O)NCCC3=CCCCC3)c3ccccc3c2=O)c(OC)c1
10: CC1CCN(C(=O)C2CCN(CCCc3ccccc3)CC2)CC1
11: CC(C)(C)SCCNC(=O)CN(c1ccc(F)cc1)S(C)(=O)=O
12: Cc1sc2nc(C)n(/N=C/c3ccccc3)c(=O)c2c1C
13: CCOC(=O)c1[nH]c(C)c(C(=O)NCCN2CCOCC2)c1C
14: CC(OC(=O)c1cc(-c2cccnc2)nc2ccccc12)C(=O)Nc1ccc2ccccc2c1 (stereo not drawn)
15: O=C(CNC(=O)c1ccccc1)OCC(=O)N1N=C(c2ccc(Cl)cc2)CC1c1ccco1 (stereo not drawn)
16: COc1cccc(Cn2nnc(C(=O)Nc3cc(Cl)ccc3OC)c2N)c1
Screen / compound no.	9	10	11	12	13	14	15	16
PfM18AAP inh	4	-6	-3	2	0	1	2	-2
UBC9 SUMO inh	28	2	21	9	5	8	-18	-27
VIM-2 inhibitor	-3.1	0.0	-0.9	0.9	-2.8	-3.6	7.4	-3.4
NALP1 yeast inh	19	24	-62	-1	0	35	45	40*
MEKK2 WT-MEK5	106	121	102	103	101	123	87	111
IMP-1 inh	-0.9	-0.5	-3.2	0.6	-5.2	-4.5	0.3	-0.6
FID counter	-41	8	-5	1	-6	-15	-27	0
NS3 helicase inh	-2	-26	-4	10	4	-18	-18	-4
MEKK2mut PB1 HTS	3	14	5	4	4	2	-18	3

17: CCOC(=O)c1cnc(SCC(=O)Nc2ccc(N3CCOCC3)cc2)nc1N
18: Cc1cccc(C)c1NC(=O)CNC(=O)Cc1ccc(Br)cc1
19: Nc1nc(-c2ccco2)nn1S(=O)(=O)c1ccc(Cl)cc1
20: CCC1(CC)NC(=O)N(CC(=O)OCC(=O)Nc2ccccc2[N+](=O)[O-])C1=O
21: COc1ccc(CN2C(=O)CCCc3ccccc32)cc1
22: Cc1cc(=O)oc(C)c1C(=O)NCC1COc2ccccc2O1 (stereo not drawn)
23: Cc1ccc(C(=O)n2cnnc2N)cc1C
24: CC(NC(=O)Cc1ccc(NS(=O)(=O)c2cccc(C(F)(F)F)c2)cc1)c1ccccn1 (stereo not drawn)
Screen / compound no.	17	18	19	20	21	22	23	24
PfM18AAP inh	1	2	-8	25	-6	1	44*	2
UBC9 SUMO inh	4	8	17	-6	-5	4	11	7
VIM-2 inhibitor	-2.9	-1.9	-2.5	-1.7	-0.3	-3.2	-4.0	-2.5
NALP1 yeast inh	5	-9	-4	-1	-4	11	42	15
MEKK2 WT-MEK5	x	100	95	101	104	102	108	99
IMP-1 inh	-4.9	-3.7	-2.7	-3.0	-1.0	-4.5	-4.1	-1.7
FID counter	2	-4	-3	0	-13	-7	-5	-28
NS3 helicase inh	0	15	-5	12	-3	8	2	-19
MEKK2mut PB1 HTS	x	2	-2	6	8	8	8	-2

Numbers 17 to 18 from above:
17: CCOC(=O)c1cnc(SCC(=O)Nc2ccc(N3CCOCC3)cc2)nc1N
18: Cc1cccc(C)c1NC(=O)CNC(=O)Cc1ccc(Br)cc1
Screen / compound no.	17	18
PfM18AAP inh	1	2
UBC9 SUMO inh	4	8
VIM-2 inhibitor	-2.9	-1.9
NALP1 yeast inh	5	-9
MEKK2 WT-MEK5	x	100
IMP-1 inh	-4.9	-3.7
FID counter	2	-4
NS3 helicase inh	0	15
MEKK2mut PB1 HTS	x	2

4 compounds picked at random from the list so far, as already listed:
17: CCOC(=O)c1cnc(SCC(=O)Nc2ccc(N3CCOCC3)cc2)nc1N
19: Nc1nc(-c2ccco2)nn1S(=O)(=O)c1ccc(Cl)cc1
10: CC1CCN(C(=O)C2CCN(CCCc3ccccc3)CC2)CC1
23: Cc1ccc(C(=O)n2cnnc2N)cc1C
Screen / compound no.	17	19	10	23
PfM18AAP inh	1	-8	-6	44*
UBC9 SUMO inh	4	17	2	11
VIM-2 inhibitor	-2.9	-2.5	0.0	-4.0
NALP1 yeast inh	5	-4	24	42
MEKK2 WT-MEK5	x	95	121	108
IMP-1 inh	-4.9	-2.7	-0.5	-4.1
FID counter	2	-3	8	-5
NS3 helicase inh	0	-5	-26	2
MEKK2mut PB1 HTS	x	-2	14	8

(listing goes on)
25: COc1ccc(C(=O)NCc2ncccc2C)cc1OC1CCN(C(C)=O)CC1
26: CC1=C(C(=O)OCCOC(C)C)C(c2cccnc2)C2=C(CCCC2=O)N1 (stereo not drawn)
27: O=C(COc1ccc(F)cc1)NN1C(=O)CSC1=S
28: O=C(Nc1ccc(Cl)cc1)Nc1nc(-c2sccc2Br)cs1
29: COCCNC(=O)CSc1nc2cc3c(cc2c(=O)n1Cc1ccco1)OCO3
30: CCN1C(=O)[C@H]2[C@@H](c3ccc(C)cc3)N3C(=O)N(c4cccc(C)c4)C(=O)[C@@]3(Cc3ccccc3)[C@H]2C1=O
31: Cc1cc([N+](=O)[O-])cnc1Sc1nccn1C
32: O=C(N/N=C/c1cccc2ccccc12)c1ccncc1
Screen / compound no.	25	26	27	28	29	30	31	32
PfM18AAP inh	-3	4	23	1	-16	-1	1	3
UBC9 SUMO inh	-10	11	-13	13	-15	-4	9	2
VIM-2 inhibitor	-2.8	-1.3	-8.0	-1.9	0.2	-0.2	-0.7	0.7
NALP1 yeast inh	10	8	-12	13	10	24	13	14
MEKK2 WT-MEK5	101	107	105	x	103	89	96	101
IMP-1 inh	-3.3	-5.2	-7.1	-0.7	-1.3	0.5	-1.4	-1.6
FID counter	-23	-8	-1	-1	-4	-38	1	-9
NS3 helicase inh	9	-1	17	8	8	24	5	-3
MEKK2mut PB1 HTS	5	0	-1	x	6	-10	0	1

33: CCc1nc(SCC(=O)N2CCCc3ccccc32)c2oc3ccccc3c2n1
34: CCn1nc(C)c(CN2CCc3c([nH]c4ccccc34)C2C(C)(C)C)c1C (stereo not drawn)
35: O=C(Nc1ccc(Cl)cc1Cl)c1ccc(Br)o1
36: O=C(N/N=C/c1ccccc1F)c1ccc(COc2ccccc2Cl)o1
37: Cc1ccc(CSc2nnc(-c3cccnc3)o2)cc1
38: O=C(NCCc1ccc(Cl)cc1)C1CCC(=O)N1C1CCCC1 (stereo not drawn)
39: CCN(CC)CCOc1ccccc1OC
40: Cc1cc(NC(=O)c2cccs2)ccc1NC(=O)Cc1ccccc1
Screen / compound no.	33	34	35	36	37	38	39	40
PfM18AAP inh	4	4	7	-8	7	-18	2	0
UBC9 SUMO inh	0	14	12	-6	10	13	12	8
VIM-2 inhibitor	-2.2	0.0	-1.1	-1.6	-1.8	-3.5	-3.2	-0.2
NALP1 yeast inh	-10	8	2	18	-2	7	3	3
MEKK2 WT-MEK5	94	102	103	107	100	102	106	87
IMP-1 inh	-2.4	-2.7	1.4	-2.5	-4.2	-3.4	-4.6	-0.5
FID counter	-5	-6	-9	-7	-11	-18	1	-4
NS3 helicase inh	-2	-7	0	-5	5	7	4	-3
MEKK2mut PB1 HTS	-5	11	3	4	3	2	9	-7

41: CC(C)n1c(C(F)(F)F)nc2cc(C(=O)N3CCCCC3)ccc21
42: Cc1ccnc(NS(=O)(=O)c2ccc(CC(C)C)cc2)c1
43: Cn1c(=O)oc2cc(S(=O)(=O)N3CCN(c4ccccc4F)CC3)ccc21
44: CCCOc1cccc(C(=O)NCCNC(=O)c2ccccn2)c1
45: CCC1CCCCN1C(=O)c1ccccc1OC1CCN(S(C)(=O)=O)CC1 (stereo not drawn)
46: Cc1nnc(Sc2nc3c(c(=O)n(C)c(=O)n3C)n2Cc2ccccc2Cl)s1
47: NS(=O)(=O)c1ccc(CCNC(=O)C2CCCN(S(=O)(=O)c3cccnc3)C2)cc1 (stereo not drawn)
48: NCC[C@H](O)C(=O)N[C@@H]1C[C@H](N)[C@@H](O[C@H]2O[C@H](CN)[C@@H](O)[C@H](O)[C@H]2O)[C@H](O)[C@H]1O[C@H]1O[C@H](CO)[C@@H](O)[C@H](N)[C@H]1O
Screen / compound no.	41	42	43	44	45	46	47	48
PfM18AAP inh	-16	-2	3	-1	-16	2	-4	-2
UBC9 SUMO inh	18	22	13	9	9	x	5	71*
VIM-2 inhibitor	0.5	-3.0	-1.6	-3.2	-3.6	0.8	-1.7	-1.1
NALP1 yeast inh	x	2	4	0	8	x	3	11
MEKK2 WT-MEK5	92	81	95	100	99	101	100	99
IMP-1 inh	-0.4	-1.9	-3.7	-3.6	-3.4	-0.2	-1.0	0.4
FID counter	-28	-11	1	-17	-32	-4	-6	-2
NS3 helicase inh	14	2	2	-5	-19	8	1	4
MEKK2mut PB1 HTS	-7	-10	0	-5	0	-1	0	-4

49: O=C1CC(N2CCN(c3ccccn3)CC2)C(=O)N1c1ccc(F)cc1 (stereo not drawn)
50: C=CCNC(=O)C(=O)NCC(c1ccc2c(c1)OCO2)N1CCOCC1 (stereo not drawn)
51: CCCNC(=O)c1cc(-c2ccc(OC)cc2)on1
52: COc1cc(/C=C2\C(=O)ON=C2c2ccccc2)cc(Cl)c1O
53: Cc1cc(C)nc(SCC(=O)NN=C2CCCC2)n1
54: COc1ccc(OC)c(NC(=S)N2CCN(Cc3ccccc3)CC2)c1
55: Cc1ccc(-c2nnc(SCc3ccc(C#N)cc3)n2Cc2ccco2)cc1
56: CN(C)CCNC(=O)c1c(CSc2ccccc2)noc1C(=O)NCc1ccccc1
Screen / compound no.	49	50	51	52	53	54	55	56
PfM18AAP inh	2	-1	-10	0	5	4	7	x
UBC9 SUMO inh	6	-5	16	8	7	-3	16	9
VIM-2 inhibitor	-3.4	-0.7	-2.1	-0.9	-1.4	0.3	-0.8	x
NALP1 yeast inh	0	32	5	8	-2	9	8	4
MEKK2 WT-MEK5	107	97	107	93	96	103	93	101
IMP-1 inh	-3.6	-1.3	-3.2	-1.9	-2.9	-1.4	-4.7	x
FID counter	-7	-16	-9	-1	-18	-4	-10	x
NS3 helicase inh	0	3	-4	-2	2	0	4	x
MEKK2mut PB1 HTS	6	-2	8	0	-7	2	-2	8
